Screens: PubChem, Broad Institute
ROS inducer: inducers of reactive oxygen species in cancer cells | ROS induction (% of piperlongumine), % at 10 µM | actives 2% (n = 46,000) | AID 624156 | U2OS ROS induction, H2DCF-DA fluorescence; in the data active means ROS induction above about 79%, passing the limit was not always enough; inconclusive means no clear call, values can overlap the other calls;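 further: 0% = DMSO vehicle median and 100% = reference compound median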
* marks the source's active call; other numbers are inactive results; ? = inconclusive.

SMILES	ROS inducer
C[C@H]1CN([C@@H](C)CO)C(=O)c2cc(NC(=O)CCC(F)(F)F)ccc2O[C@H]1CN(C)Cc1ccc(-c2ccccc2)cc1	-2
C=C(C)C1Cc2cc(C(C)=O)ccc2O1 (stereo unspecified)	-6
CCOC(=O)C1CCCN(C(=S)Nc2cccc(Cl)c2)C1 (stereo unspecified)	7
CCc1c(C)c(C#N)c2nc3ccccc3n2c1NCCC(C)C	157*
CC(=O)O[C@@H]1C[C@@]2(C)C(CC[C@@H]2C(C)=O)C2CCC3=CC(=O)CC[C@]3(C)C21 (stereo partly specified)	48
C=C1C(=O)O[C@@H]2C[C@@]3(C)[C@@H](O)C[C@@H](O)C(=C)[C@@H]3C[C@H]12	32
Cc1ccc(NC(=O)CSc2nc3cc(Cl)ccc3s2)c(C)c1	?
O=c1c2ccccc2nc(CSc2nnnn2-c2ccccc2)n1-c1ccccc1Cl	-5
Cc1ccc(S(=O)(=O)Nc2cccc3c2O[C@@H](CN(C)Cc2ccc4c(c2)OCO4)[C@@H](C)CN([C@H](C)CO)C3=O)cc1	-4
CNC[C@@H]1Oc2ccc(NC(=O)C3CCCCC3)cc2CC(=O)N([C@H](C)CO)C[C@H]1C	-7
C[C@@H]1CN([C@H](C)CO)C(=O)c2cccc(NS(=O)(=O)c3cccs3)c2O[C@H]1CN(C)C(=O)NC1CCCCC1	-4
O=C(C1=C[C@H](c2csc3ccccc23)C[C@H](OCc2ccc(CO)cc2)O1)N1CCCCC1	14

The closing 6 records of the section before open the next one.
SMILES	ROS inducer
Cc1ccc(NC(=O)CSc2nc3cc(Cl)ccc3s2)c(C)c1	?
O=c1c2ccccc2nc(CSc2nnnn2-c2ccccc2)n1-c1ccccc1Cl	-5
Cc1ccc(S(=O)(=O)Nc2cccc3c2O[C@@H](CN(C)Cc2ccc4c(c2)OCO4)[C@@H](C)CN([C@H](C)CO)C3=O)cc1	-4
CNC[C@@H]1Oc2ccc(NC(=O)C3CCCCC3)cc2CC(=O)N([C@H](C)CO)C[C@H]1C	-7
C[C@@H]1CN([C@H](C)CO)C(=O)c2cccc(NS(=O)(=O)c3cccs3)c2O[C@H]1CN(C)C(=O)NC1CCCCC1	-4
O=C(C1=C[C@H](c2csc3ccccc23)C[C@H](OCc2ccc(CO)cc2)O1)N1CCCCC1	14
COc1ccc(S(=O)(=O)N(C)C[C@@H]2Oc3ccc(NS(=O)(=O)c4cn(C)cn4)cc3C(=O)N([C@H](C)CO)C[C@@H]2C)cc1	35
COc1ccc(C)cc1NC(=O)CNS(=O)(=O)c1c(C)cc(C)cc1C	-9
Cc1noc(C)c1NC(=O)Nc1ccc2c(c1)C(=O)N([C@H](C)CO)C[C@@H](C)[C@H](CN(C)CC1CCCCC1)O2	-14
C=CCn1c(SCc2nnc(SCc3ccc(F)cc3)n2C)nnc1-c1ccccc1	-13
Cc1noc(C)c1NC(=O)Nc1ccc2c(c1)CC(=O)N([C@H](C)CO)C[C@H](C)[C@H](CN(C)Cc1ccc(C(=O)Nc3ccccc3N)cc1)O2	-7
Cc1ccc(/C=N/N(C)S(=O)(=O)c2ccc(C)cc2)cc1	95*
Cc1ccc(-c2noc(CSc3nnc(-c4cccs4)n3C)n2)cc1	-3
COc1ccc(S(=O)(=O)Nc2cccc3c2O[C@@H](CN(C)Cc2ccc(C(F)(F)F)cc2)[C@@H](C)CN([C@H](C)CO)C3=O)cc1	17
C[C@H](CO)N1C[C@H](C)[C@@H](CN(C)C(=O)Nc2ccc3c(c2)OCO3)OCc2cn(nn2)CCCC1=O	1
O=C(c1ccc2c(c1)CCO2)N1CCN(C(c2ccccc2)c2ccccc2)CC1	1
Cc1ccc(-c2nc3ccccc3o2)cc1NC(=O)CN1C(=O)c2ccccc2C1=O	-8
O=C(Cn1c(=O)oc2ccccc21)Nc1cccc([N+](=O)[O-])c1	-17
C=CCNC(=S)N1CCN(C(c2ccccc2)c2ccccc2)CC1	3
COc1ccc(Cl)cc1NC(=S)NCCCn1nc(C)c(Br)c1C	-6
CC(C)(C)c1cc(C(C)(C)C)c2oc(C(=O)O)cc(=O)c2c1	20
Cc1ccc(C)c(NC(=O)CCn2cnc3ccccc3c2=O)c1	1
COc1ccc(S(=O)(=O)Nc2cccc3c2O[C@@H](CN(C)S(=O)(=O)c2ccc(F)cc2)[C@@H](C)CN([C@H](C)CO)C3=O)cc1	-5
C[C@@H]1CN([C@H](C)CO)C(=O)c2cccc(NC(=O)c3cnccn3)c2O[C@H]1CN(C)S(=O)(=O)c1cccs1	6
Cc1cccc(CN(C)C[C@H]2OCc3cnnn3CCCC(=O)N([C@@H](C)CO)C[C@@H]2C)c1	35
CCOc1ccc(N2C(=O)CC(Sc3nc(O)c(CC)c(=O)[nH]3)C2=O)cc1 (stereo unspecified)	-6
COc1ccc(S(=O)(=O)Nc2cccc3c2O[C@H](CN(C)CC2CC2)[C@@H](C)CN([C@@H](C)CO)C3=O)cc1	-1
Cc1noc(C)c1S(=O)(=O)N(C)C[C@H]1Oc2ccc(NC(=O)Nc3ccc(F)cc3)cc2CC(=O)N([C@H](C)CO)C[C@H]1C	28
C[C@@H]1CCCCO[C@@H](CN(C)Cc2ccccc2)[C@@H](C)CN([C@H](C)CO)C(=O)c2cc(NC(=O)Nc3ccc4c(c3)OCO4)ccc2O1	14
CCN(/C=N/c1sc2c(c1C#N)CCCCC2)CC	12
C[C@@H]1CN([C@@H](C)CO)C(=O)c2cc(NC(=O)Nc3ccccc3)ccc2O[C@@H]1CN(C)C(=O)Nc1ccc(C(F)(F)F)cc1	66
COc1cc(O)c(C)c(O)c1	-16
C[C@@H]1CN([C@H](C)CO)C(=O)c2cc(NS(=O)(=O)c3ccc(F)cc3)ccc2O[C@H]1CN(C)Cc1ccc(-c2ccccc2)cc1	33
C=C1CCC[C@]2(C)CC[C@@](O)(C(=C)C(=O)O)C[C@@H]12	-9
CCCC(O)C#Cc1cnc2c(c1)C(=O)N([C@H](C)CO)C[C@H](C)[C@H](CN(C)Cc1ccncc1)O2 (stereo partly specified)	-6
C[C@@H]1CN([C@@H](C)CO)C(=O)c2cc(NC(=O)CCCCCC(=O)Nc3ccccc3N)ccc2O[C@@H]1CN(C)S(=O)(=O)c1cn(C)cn1	-9
CC(C)NC(=O)N(C)C[C@H]1Oc2ccc(NC(=O)C3CC3)cc2CC(=O)N([C@H](C)CO)C[C@H]1C	14
C[C@@H]1CN([C@H](C)CO)C(=O)c2cccc(NC(=O)CCCCCC(=O)Nc3ccccc3N)c2O[C@@H]1CN(C)S(=O)(=O)c1ccc(Cl)cc1	23
CC(C)NC(=O)N(C)C[C@H]1OCc2cnnn2CCCC(=O)N([C@H](C)CO)C[C@@H]1C	-14
C[C@H](CO)N1C[C@H](C)[C@H](CN(C)C(=O)Nc2ccc(C(F)(F)F)cc2)Oc2ccc(NS(=O)(=O)c3cccs3)cc2C1=O	25
COC(=O)c1ccc(Cl)c(NC(=O)C(C)N(c2ccc(C)cc2)S(C)(=O)=O)c1 (stereo unspecified)	-5
Cc1cc(C(=O)Nc2cccc3c2O[C@H](CN(C)Cc2ccncc2)[C@H](C)CN([C@H](C)CO)C3=O)n(C)n1	9

Continued; it opens with the three that closed the last part.
SMILES	ROS inducer
C[C@H](CO)N1C[C@H](C)[C@H](CN(C)C(=O)Nc2ccc(C(F)(F)F)cc2)Oc2ccc(NS(=O)(=O)c3cccs3)cc2C1=O	25
COC(=O)c1ccc(Cl)c(NC(=O)C(C)N(c2ccc(C)cc2)S(C)(=O)=O)c1 (stereo unspecified)	-5
Cc1cc(C(=O)Nc2cccc3c2O[C@H](CN(C)Cc2ccncc2)[C@H](C)CN([C@H](C)CO)C3=O)n(C)n1	9
Cc1[nH]c(=O)[nH]c(=O)c1S(=O)(=O)N1c2ccccc2CC1C (stereo unspecified)	8
CC(=O)Oc1ccccc1C(=O)Oc1ccccc1C(=O)O	1
Cc1noc(C)c1NC(=O)Nc1cccc2c1O[C@@H](CN(C)S(=O)(=O)c1cn(C)cn1)[C@H](C)CN([C@@H](C)CO)C2=O	-1
OC(COc1ccc(Nc2ccccc2)cc1)COc1ccc(Nc2ccccc2)cc1	7
Cc1noc(C)c1S(=O)(=O)Nc1cccc2c1O[C@@H](CN(C)Cc1ccccc1)[C@@H](C)CN([C@H](C)CO)C2=O	0
CCN(C(C)=O)c1ccccc1C	0
C[C@@H]1CN([C@@H](C)CO)C(=O)c2cc(NC(=O)C3CC3)ccc2O[C@@H]1CN(C)Cc1ccc(C(=O)Nc2ccccc2N)cc1	29
O=C(NCCN1CCC(Cc2ccccc2)CC1)c1ccc(-c2ccccc2)s1	0
C[C@@H]1CN([C@@H](C)CO)C(=O)c2cccc(NC(=O)C3CCCCC3)c2O[C@@H]1CN(C)S(=O)(=O)c1cn(C)cn1	3
COC(=O)c1c(C)[nH]c(C(=O)CSc2nnc3cc(C)c4ccccc4n23)c1C	42
O=C(COc1ccccc1Cl)Nc1cccc(-c2nc3ncccc3o2)c1	48
C[C@@H]1CN([C@H](C)CO)C(=O)c2cc(NC(=O)CCCN(C)C)ccc2O[C@H]1CN(C)C(=O)NC1CCCCC1	-5
CC(Sc1nc2ccccc2[nH]1)C(=O)Nc1ccc(S(N)(=O)=O)cc1 (stereo unspecified)	-7
C[C@H]1CN([C@@H](C)CO)C(=O)c2cccc(NC(=O)c3cnccn3)c2O[C@H]1CN(C)CC1CC1	-9
C[C@@H]1CN([C@@H](C)CO)C(=O)c2cccc(NC(=O)Nc3ccc(C(F)(F)F)cc3)c2O[C@H]1CN(C)S(=O)(=O)c1ccc(F)cc1	-6
C[C@@H]1CN([C@H](C)CO)C(=O)c2cc(NC(=O)CCC(F)(F)F)ccc2O[C@H]1CN(C)S(=O)(=O)c1ccccc1	-11
C[C@@H]1CN([C@@H](C)CO)C(=O)c2cc(NC(=O)Cc3ccccc3)ccc2O[C@H]1CN(C)Cc1ccc(-c2ccccc2)cc1	47
C[C@@H]1CN([C@H](C)CO)C(=O)Cc2cc(NC(=O)CCN3CCOCC3)ccc2O[C@@H]1CN(C)CC1CC1	-3
C[C@@H]1CN([C@@H](C)CO)C(=O)c2cccc(NC(=O)Nc3ccc(F)cc3)c2O[C@@H]1CN(C)C(=O)Nc1cccc2ccccc12	25
CCCCCCC[C@@H](O)CC(=O)CCc1ccc(O)c(OC)c1	-16
CN(C)CCNc1cnn(-c2ccccc2)c(=O)c1Cl	-9
Cc1noc(C)c1S(=O)(=O)Nc1ccc2c(c1)C(=O)N([C@H](C)CO)C[C@H](C)[C@H](CN(C)Cc1ccncc1)O2	-15
Cc1noc(C)c1NC(=O)Nc1ccc2c(c1)C(=O)N([C@H](C)CO)C[C@H](C)[C@H](CN(C)S(=O)(=O)c1ccccc1)OCCCC[C@@H](C)O2	6
COc1ccc(NC(=O)N(C)C[C@@H]2Oc3c(NS(=O)(=O)c4ccc(Cl)cc4)cccc3C(=O)N([C@@H](C)CO)C[C@@H]2C)cc1	4
CC(C)NC(=O)N(C)C[C@H]1Oc2c(NC(=O)c3nc4ccccc4s3)cccc2C(=O)N([C@@H](C)CO)C[C@H]1C	1
COC(=O)c1ccccc1NC(=O)COc1ccc(C(C)(C)C)cc1Br	-4
COc1ccc(S(=O)(=O)Nc2ccc3c(c2)C(=O)N([C@H](C)CO)C[C@H](C)[C@H](CN(C)C(=O)Nc2ccccc2)OCCCC[C@@H](C)O3)cc1	24
COC(=O)c1ccc(C(=O)Nc2ccc3nc(C4CCCCC4)[nH]c3c2)cc1	-1
COc1ccc(S(=O)(=O)Nc2cccc3c2O[C@@H](CN(C)C(=O)NC2CCCCC2)[C@@H](C)CN([C@H](C)CO)C3=O)cc1	-1
C[C@@H]1CN([C@H](C)CO)C(=O)c2cccc(NS(=O)(=O)c3ccc(F)cc3)c2O[C@H]1CN(C)C(=O)Nc1cccc2ccccc12	-8
C[C@@H]1CN([C@H](C)CO)C(=O)c2cc(NC(=O)Nc3ccc(C(F)(F)F)cc3)ccc2O[C@@H]1CN(C)C(=O)Nc1ccc(F)cc1	20
NC(N)=NC(=O)c1nc(Cl)c(N)nc1N	1
COCCOC(=O)N1C(=O)[C@@]2(c3cc(C#CCCO)ccc31)[C@H](C(=O)NC[C@H](O)c1ccccc1)[C@H]1C(=O)O[C@H](c3ccccc3)[C@H](c3ccccc3)N1[C@@H]2c1ccccc1OCCO	23
CC(C)NC(=O)Nc1cccc2c1O[C@@H](CN(C)Cc1ccc(C(F)(F)F)cc1)[C@@H](C)CN([C@H](C)CO)C2=O	-3
CC1(C)CC(=O)C2=C(C1)N(CCc1ccccc1)C(=O)C2(NC(=O)c1cccnc1)C(F)(F)F (stereo unspecified)	-6
C[C@@H]1CN([C@H](C)CO)C(=O)Cc2cc(NC(=O)CCN3CCOCC3)ccc2O[C@@H]1CN(C)Cc1ccc(-c2ccccc2)cc1	13
C[C@H](CO)N1C[C@H](C)[C@H](CN(C)Cc2ccc(-c3ccccc3)cc2)Oc2c(NC(=O)Nc3ccc(C(F)(F)F)cc3)cccc2C1=O	10
CCN1C(=O)/C(=C\c2ccc(N(C)C)cc2Cl)OC1=S	929*
COc1ccc(S(=O)(=O)N(C)CC(=O)Nc2cccc(SC)c2)cc1Cl	5
O=C(N/N=C/c1ccc2ccccc2c1)c1ccccc1O	9
CNC[C@H]1OCCCC[C@@H](C)Oc2ccc(NC(=O)Nc3ccc(C(F)(F)F)cc3)cc2C(=O)N([C@H](C)CO)C[C@@H]1C	16
C[C@H]1CN([C@@H](C)CO)C(=O)c2cccc(NC(=O)C3CCOCC3)c2O[C@H]1CN(C)Cc1ccc(Cl)c(Cl)c1	-9

The list is partial, so the mix of outcomes need not match the whole.
